# H37Rv inhibition: M. tuberculosis growth inhibition, HTS (AID 449762) | M. tuberculosis H37Rv growth inhibition, 7H9 media; higher % means a stronger effect | inhibition, % at 25 µM, or IC50 in µM where a hit was titrated | 330,000 compounds, 0.59% hits; in the data active means a potency from the dose series; inconclusive means inhibition above about 70% without an active follow-up result;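 further: bacterial growth assessed after seven days of incubation; strong numbers were not always called active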
# H1N1 NS1A inhibition: NS1A inhibition, H1N1 influenza, cell based functional assay (AID 504329); NS1A functional cell-based assay, percent inhibition; higher % means a stronger effect; one-dose inhibition, % at 12.5 µM; IC50 in µM for titrated hits; 340,000 compounds, 0.3% hits; in the data active means a potency from the dose series; inconclusive means inhibition above about 27% without an active follow-up result; further: strong numbers were not always called active
# VEEV TC-83 Vero: inhibitors of VEEV TC-83 cytopathic effect, confirmation, Vero cells (AID 588727); Vero cells, VEEV TC-83 cytopathic effect inhibition; higher % means a stronger effect; inhibition, % at 20 µM; hits with a dose series show IC50 in µM; 350,000 compounds, 0.13% hits; in the data active means a potency from the dose series; inconclusive means inhibition mostly from about 14% at the one dose, without a potency; inactive means the rest, 99 in 100 with inhibition below about 12%; further: strong numbers were not always called active
# Salmonella PhoP GFP: PhoP regulon inhibitors, Salmonella typhi PhoP promoter GFP reporter, confirmatory (AID 1850) | Salmonella Typhi PhoP-promoter GFP reporter, fluorescence, 4 h; higher % means a stronger effect | 310,000 compounds, 0.33% hits | inhibition, % at 50 µM; hits with a dose series show IC50 in µM; in the data active means a potency from the dose series; inconclusive means inhibition mostly from about 25% at the one dose, without a potency; inactive means the rest, 99 in 100 with inhibition below about 19%;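 further: 0% = induced wells with vehicle and 100% = uninduced wells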
# tuberculosis growth: growth inhibition of non-replicating M. tuberculosis (AID 488890); Mycobacterium tuberculosis non-replicating, growth inhibition; higher % means a stronger effect; inhibition, % at 25 µM; hits with a dose series show IC50 in µM; 320,000 compounds, 0.39% hits; in the data active means a potency from the dose series; inconclusive means inhibition mostly from about 82% at the one dose, without a potency; inactive means the rest, 99 in 100 with inhibition below about 76%;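 further: plate controls were DMSO cells for no effect and high antibiotic wells for full effect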
# VEEV TC-83 Vero 10K pilot screen: recorded beside VEEV TC-83 Vero, whose call it bears; inhibition, %; measured here: 10K pilot screen inhibition
# An asterisk follows results filed as active; i = inactive; ? = inconclusive; . = no result given. An unsorted share of the library; overall some 1.5% were active at least once.
SMILES,H37Rv inhibition,H1N1 NS1A inhibition,VEEV TC-83 Vero,Salmonella PhoP GFP,tuberculosis growth,others
CN(C)c1cc[n+](CC(=O)Nc2ccc(Cl)cc2)cc1,-2.6%,-22.1%,i,-9.7%,.,
Cc1ccc(C)c(N2CCN(C(=O)c3ccc(NC4=NC5CS(=O)(=O)CC5S4)cc3)CC2)c1 (configuration not stated),-1.3%,-10.1%,2.5%,2.9%,-2.2%,
COc1ccc(N2C(=O)C3C(C2=O)C2C=CC3C23CC3)c(OC)c1 (configuration not stated),-2.3%,1.5%,2.1%,1.3%,2.7%,
Cc1ccc(-n2c(C)nc3c(cnn3-c3ccc(F)cc3)c2=O)cc1C,-3.2%,-0.3%,0.7%,-2.4%,1.0%,
CN(C)C(CNC(=S)Nc1cccc(Cl)c1)c1ccccc1 (configuration not stated),8.8%,-10.5%,0.3%,3.1%,29.3%,
OC1CCNC(=S)N1c1ccccc1 (configuration not stated),3.9%,6.5%,2.0%,-0.2%,-2.4%,
O=C(NNc1c2ccccc2nc2ccccc12)c1cccc(O)c1,0.6%,16.7%,4.1%,13.7%,8.8%,
Cc1cc2nn(-c3cccc4ccccc34)nc2cc1NC(=O)c1cccs1,-2.3%,-0.8%,i,-9.4%,5.4%,
O=C(NCc1cccnc1)C1CC(c2ccc(F)cc2)=NO1 (configuration not stated),-1.0%,-4.4%,i,-4.5%,0.0%,
COc1cccc(NC(=O)CCc2nc(-c3ccccc3F)no2)c1,-6.6%,-2.1%,0.9%,-5.6%,31.5%,
CCc1cccc(C)c1NC(=O)N(C)C1CCCCC1,-9.3%,-1.2%,i,-0.5%,-1.1%,
COc1ccc(OC)c(C2C(C(=O)c3ccco3)=C(O)C(=O)N2CC2CCCO2)c1 (configuration not stated),9.9%,-2.3%,2.5%,0.0%,4.2%,
C=CCC[C@H](Cc1ccc(F)cc1)C(=O)OC[C@H](Cc1c[nH]c2ccccc12)NC(=O)[C@@H](CC=C)CC(=O)N(CCO)Cc1ccccc1,6.7%,-3.4%,8.6%,.,.,
Cc1cc(C)cc(NC(=S)N2CCC(NC(=O)C3CCCCC3)CC2)c1,-1.0%,2.9%,i,-2.1%,-5.8%,
O=C(NCCCN1CCOCC1)c1csc2c1CCCC2,5.2%,-2.5%,1.4%,0.5%,-4.2%,
Cn1c(-c2cnn(-c3ccccc3)c2-n2cccc2)n[nH]c1=S,-1.8%,-1.5%,2.2%,-0.5%,23.7%,
CN(Cc1ccc(Br)cc1)CC(O)COc1cccc(Br)c1 (configuration not stated),4.1%,1.9%,i,9.4%,78.3%,
CCCS(=O)(=O)n1nc(-c2ccc(OC)cc2)cc1N,4.4%,8.0%,5.9%,-9.8%,0.2%,
COC(=O)c1sc(S(=O)(=O)N2CCCCC2C)c(C(=O)OC)c1C (configuration not stated),-12.4%,9.3%,0.4%,.,11.2%,
O=C(Cc1cccc2ccccc12)N/N=C/c1ccc(O)c([N+](=O)[O-])c1,22.5%,3.4%,i,2.6%,-10.6%,
CCOCC(=O)N1CCN(c2ccccc2OC)CC1,-1.1%,-5.3%,2.6%,9.4%,-8.5%,
CC1(C)Cc2cccc(OCC(=O)N3CCN(c4cccc(Cl)c4)CC3)c2O1,29.7%,-3.2%,6.0%,4.5%,14.5%,
O=c1[nH]cnc2ccccc12,-2.5%,-19.4%,0.1%,7.1%,-18.8%,
COc1ccc(N(CC(=O)O)S(=O)(=O)c2ccc(OC)c(OC)c2)cc1,2.7%,8.1%,4.9%,-3.7%,-15.0%,
CN(C(=O)Cn1nnc(-c2ccc(F)cc2)n1)C1CCS(=O)(=O)C1 (configuration not stated),-12.1%,-2.0%,0.8%,.,-12.4%,
CCN1C(=O)/C(=C\N2CCCCCC2)SC1=S,-8.0%,0.3%,3.8%,-5.7%,0.8%,
CCOc1ccc(NC(=O)CN(C)C(=O)c2ccc(N3CCOCC3)c([N+](=O)[O-])c2)cc1OCC,-12.8%,-3.4%,1.7%,-5.5%,1.0%,
COc1ccc(/C(C)=N/NS(=O)(=O)c2cc(C)ccc2C)c(OC)c1,-5.1%,-3.2%,2.4%,8.9%,-9.0%,
Oc1csc(Cc2nc(-c3ccc4ccccc4c3)cs2)n1,1.0%,3.9%,1.3%,-7.9%,19.6%,VEEV TC-83 Vero 10K pilot screen=3.3
O=C(/C=C/c1ccccc1)Nc1cc(S(=O)(=O)N2CCOCC2)ccc1N1CCCC1,1.3%,8.8%,1.2%,-9.1%,-11.2%,

# Overlap with the part before: 2 compounds; new compounds follow.
SMILES,H37Rv inhibition,H1N1 NS1A inhibition,VEEV TC-83 Vero,Salmonella PhoP GFP,tuberculosis growth,others
Oc1csc(Cc2nc(-c3ccc4ccccc4c3)cs2)n1,1.0%,3.9%,1.3%,-7.9%,19.6%,VEEV TC-83 Vero 10K pilot screen=3.3
O=C(/C=C/c1ccccc1)Nc1cc(S(=O)(=O)N2CCOCC2)ccc1N1CCCC1,1.3%,8.8%,1.2%,-9.1%,-11.2%,
CCCN1CCOC(CC(=O)Nc2ccc([N+](=O)[O-])cc2)C1=O (configuration not stated),0.4%,0.8%,1.1%,7.4%,-3.1%,
CC1(C)CC(=O)C2=C(C1)Nc1ccccc1NC2,3.4%,-14.2%,7.7%,4.4%,63.9%,VEEV TC-83 Vero 10K pilot screen=0.3
COC(=O)c1ccc(COc2ccccc2/C=N/O)o1,0.0%,.,8.4%,0.0%,47.4%,
Cc1ccoc1C(=O)N1CCCC(CO)(Cc2ccc(F)cc2)C1 (configuration not stated),4.5%,-19.1%,i,-3.1%,3.4%,
O=C(NCc1nnc2c(C(F)(F)F)cc(Cl)cn12)c1ccc(Br)o1,7.6%,-2.7%,1.8%,9.5%,-2.7%,
C/C=C/C=N/Nc1nc(-c2ccc([N+](=O)[O-])cc2)cs1,?,-1.0%,12.4%,5.5%,58.9%,
COc1cccc(Nc2nc3ccc(OC)cc3s2)c1,5.1%,10.7%,6.2%,-1.6%,47.0%,
COc1ccc2c(CC(=O)Nc3nnc(C4CC4)s3)coc2c1,5.4%,6.0%,1.9%,-5.7%,-5.7%,
CCC(=O)NC(=S)Nc1ccccc1C(=O)NC1CCCCC1,7.5%,-6.1%,i,-7.0%,-4.3%,
CNC(=O)c1ccc2c(c1)nnn2C,1.9%,8.1%,0.5%,-2.8%,-1.1%,
Cc1ccc(C(=O)/C=C2/NC(=O)CS2)cc1,58.1%,-7.3%,1.5%,0.1%,55.8%,
COc1cc2c(cc1OC)/C(=C/C(=O)c1ccc(NC(C)=O)cc1)NCC2,-2.4%,-1.2%,9.5%,-2.4%,-3.7%,
COc1ccccc1N(C)S(=O)(=O)c1ccc(C(=O)OCC(=O)NCc2ccco2)cc1,0.2%,11.8%,0.5%,-3.5%,9.2%,
O=c1c2ccccc2sc2nc(C3CCCCC3)n(Cc3ccco3)c(=O)c12,.,-6.8%,2.6%,.,.,
CC(C)(C)c1cc(CN(CCO)CCO)cc(C(C)(C)C)c1O,-0.9%,-1.2%,i,2.8%,?,
COc1cccc(NS(=O)(=O)c2csc(C(N)=O)c2)c1,6.4%,-3.0%,0.5%,-0.5%,6.2%,
O=c1c(-c2n[nH]c(=S)n2-c2ccccc2)cccn1Cc1cccc(Cl)c1,1.1%,-0.7%,0.7%,-11.2%,-12.7%,
O=S(=O)(NCCc1cn2ccccc2n1)c1ccc(-c2ccccc2)cc1,-2.7%,-4.1%,2.5%,-3.7%,34.9%,
COc1ccccc1N(C(=O)CN1C(=O)c2ccccc2S1(=O)=O)C(C(=O)NCC1CCCO1)c1ccc(F)cc1 (configuration not stated),0.7%,7.8%,1.4%,3.9%,8.7%,
O=C1CC(c2cccs2)Cc2nc(NC(=O)C3CC3)ncc21 (configuration not stated),-0.7%,-3.5%,1.3%,-19.1%,7.1%,
CCOC(=O)N1CCN(Cc2nc3c(c(=O)[nH]c(=O)n3C)n2Cc2ccccc2C)CC1,.,13.8%,1.9%,4.1%,.,
C[N+]1(CC(=O)Nc2ccccc2Cl)CCN(C(=O)c2cccs2)CC1,-7.0%,2.7%,0.5%,-6.0%,-14.3%,
Cc1ccc(-n2ncc3c(N4CCC5(CC4)OCCO5)ncnc32)c(C)c1,59.8%,3.3%,8.8%,15.0%,.,
CNC(=O)c1nnsc1S(=O)(=O)c1ccc(Cl)cc1,.,-0.4%,i,.,.,VEEV TC-83 Vero 10K pilot screen=0.0
CCCc1[nH]nc2c1C(c1ccc(OC)cc1OC)C(C#N)=C(N)O2 (configuration not stated),35.4%,-7.1%,5.8%,-2.1%,8.2%,
CCOC(=O)C1CCCN(C(=S)NC2CCCCC2)C1 (configuration not stated),-2.0%,-5.1%,i,4.9%,19.9%,
CC(=O)c1ccc(N2CCN(C(=O)C(=O)c3cn(CC(=O)N4CCCCCC4)c4ccccc34)CC2)cc1,-10.0%,-0.1%,4.5%,0.8%,6.4%,
Cc1ccc(CNCC(=O)Nc2cccc(S(=O)(=O)NC3=NCCCCC3)c2)cc1,-5.0%,-7.2%,1.5%,-2.8%,7.9%,
O=C(COC(=O)CNC(=O)c1ccccc1)Nc1ccc2c(c1)OCO2,8.1%,4.9%,0.5%,-6.5%,-8.9%,
CC(C)CC1=NN(C(=O)c2cccnc2)C(O)(C(F)(F)F)C1 (configuration not stated),0.3%,-5.1%,4.0%,-3.8%,-16.0%,
O=C(NNC(=O)c1ccc(Cn2cccn2)o1)NC12CC3CC(CC(C3)C1)C2,2.1%,-4.8%,0.4%,-6.8%,-1.9%,
C[N+]12CCC(CC1)C(C#N)(N1CCOCC1)C2 (configuration not stated),6.1%,5.2%,1.9%,-15.8%,20.1%,
C(=N\c1nc2ccccc2n1CCN1CCOCC1)/c1cccs1,-0.6%,3.6%,0.4%,-1.3%,-5.3%,
CCCCn1c(N)c(N(CC(C)C)C(=O)CSCc2ccc(Cl)c(Cl)c2)c(=O)[nH]c1=O,11.1%,9.8%,10.4%,5.6%,23.8%,
CCCCCCC(C)(C)c1ccc([C@@H]2C[C@H](O)CC[C@H]2CCCO)c(O)c1,2.2%,0.2%,8.1%,9.7%,18.4%,
CCOC(=O)C1=C(C)NC(=O)NC1c1ccc2c(c1)OCO2 (configuration not stated),-3.7%,4.4%,1.4%,13.5%,-9.3%,
CC(Oc1ccc(F)cc1)C(=O)Nc1nc(-c2ccccn2)cs1 (configuration not stated),?,0.2%,10.6%,5.3%,?,
Nn1c(Cc2cccc3ccccc23)nnc1SCc1ccc(Cl)c(Cl)c1,5.7%,-2.8%,3.8%,-6.4%,44.9%,
S=C(Nc1ccc(Oc2ccccc2)cc1)NC1CCCCCC1,59.2%,-0.9%,i,-2.3%,?,
Cc1cc(C)cc(NC(=O)C2CC(=O)n3ncnc3N2)c1 (configuration not stated),6.2%,-6.3%,1.4%,3.4%,-5.2%,
CC1CC(OC(=O)C2CCN(S(=O)(=O)c3ccc(F)cc3)CC2)C(=O)O1 (configuration not stated),.,-9.1%,2.0%,.,.,
COc1ccc(-c2cc(C(=O)N3CCOCC3)no2)cc1,3.0%,0.8%,2.4%,-7.3%,27.2%,
C#CCOCCOCCOCCNc1nc(N2CCN(C(=O)[C@H](Cc3cc4ccccc4[nH]3)n3cc([C@@H](N)C(C)CC)nn3)CC2)nc(N2CCN(C(=O)[C@H](CCCCN)n3cc([C@@H](N)CC(C)C)nn3)CC2)n1 (some centres not stated),?,.,.,15.9%,74.0%,
Cc1cc(=O)n2[nH]c(-c3ccc(F)cc3)cc2n1,-4.1%,-1.0%,i,-1.9%,1.5%,
O=C(OCc1cc(Cl)ccc1OC(F)F)c1cncc(Br)c1,?,-3.4%,3.5%,2.9%,?,

# For convenience, 5 of the compounds above:
SMILES,H37Rv inhibition,H1N1 NS1A inhibition,VEEV TC-83 Vero,Salmonella PhoP GFP,tuberculosis growth,others
COc1ccc(N(CC(=O)O)S(=O)(=O)c2ccc(OC)c(OC)c2)cc1,2.7%,8.1%,4.9%,-3.7%,-15.0%,
CN(C(=O)Cn1nnc(-c2ccc(F)cc2)n1)C1CCS(=O)(=O)C1 (configuration not stated),-12.1%,-2.0%,0.8%,.,-12.4%,
CCN1C(=O)/C(=C\N2CCCCCC2)SC1=S,-8.0%,0.3%,3.8%,-5.7%,0.8%,
CCOc1ccc(NC(=O)CN(C)C(=O)c2ccc(N3CCOCC3)c([N+](=O)[O-])c2)cc1OCC,-12.8%,-3.4%,1.7%,-5.5%,1.0%,
COc1ccc(/C(C)=N/NS(=O)(=O)c2cc(C)ccc2C)c(OC)c1,-5.1%,-3.2%,2.4%,8.9%,-9.0%,

# Assay outcomes (PubChem BioAssay)
